Compound activity deposited in PubChem by several laboratories.
RmlCD inh 1536: M. tuberculosis RmlC/RmlD coupled enzyme inhibitors, primary screen, biochemical, compound mixtures, 384-well, from 1536-well plates; dTDP-4-dehydrorhamnose reductase (Mycobacterium tuberculosis (strain ATCC 25618 / H37Rv)) …; RmlC+RmlD coupled enzyme assay, percent inhibition; primary screen in compound mixtures; inhibition, % at 3.6 µM; 160,000 tested, 0.03% active; AID 1533, 2009; in the data active = inhibition mostly above about 34%, no sharp cut-off; also: some results filed as inactive read as strong as hits
Target sequence (P9WH09 whole entry, looked up): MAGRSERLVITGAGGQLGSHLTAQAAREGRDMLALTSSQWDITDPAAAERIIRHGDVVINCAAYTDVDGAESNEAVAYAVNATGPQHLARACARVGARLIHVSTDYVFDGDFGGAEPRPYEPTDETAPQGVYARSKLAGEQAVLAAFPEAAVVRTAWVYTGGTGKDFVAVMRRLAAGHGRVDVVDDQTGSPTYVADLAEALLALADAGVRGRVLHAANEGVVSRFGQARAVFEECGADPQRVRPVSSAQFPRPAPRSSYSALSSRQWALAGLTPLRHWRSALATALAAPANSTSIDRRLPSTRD
Target sequence (P9WH11 whole entry, looked up): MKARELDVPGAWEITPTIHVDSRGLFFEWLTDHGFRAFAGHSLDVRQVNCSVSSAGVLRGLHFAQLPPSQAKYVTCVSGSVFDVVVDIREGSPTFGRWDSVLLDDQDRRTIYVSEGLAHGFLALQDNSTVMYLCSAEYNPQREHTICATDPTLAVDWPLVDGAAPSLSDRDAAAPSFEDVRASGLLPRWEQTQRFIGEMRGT
GlmU inhibition: inhibition of mycobacterial GlmU enzyme – biochemical, glucosamine-1-phosphate acetyltransferase (AID 1376). 220,000 tested, 0.25% active. M. tuberculosis GlmU acetyltransferase enzyme assay; higher % means a stronger effect. one-dose inhibition, %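 (tested at 30 µM in the primary screen)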; IC50 in µM for titrated hits; in the data active = inhibition above about 13%;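 also: 0% = complete reaction with vehicle and 100% = reaction without substrate; strong numbers were not always called active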
* marks the source's active call; other numbers are inactive results; · = not tested or not shown; & = joins results of further samples.

SMILES | RmlCD inh 1536 | GlmU inhibition
O=C(Cn1c(=O)sc2ccccc21)N1CCOCC1 | 15 | 4.2%
COc1ccc(Cc2noc(CN3CCCN(C4Cc5ccccc5C4)CC3)n2)cc1OC | · | 0.0%
C=CCNC(=O)COC(=O)CNC(=O)c1cc(Cl)cc([N+](=O)[O-])c1 | -6 | -0.4%
O=C(CCl)N1N=C(c2cccs2)CC1c1ccco1 (stereo not drawn) | 4 | 0.7%
CCOc1ccc(S(=O)(=O)n2cc(-c3ccccc3)c(N)n2)cc1 | -8 | -3.6%
CC1=NN(c2ccccc2)C(=O)/C1=C/c1cc(C)n(C2CC2)c1C | 4 | 2.1%
COC(=O)c1c(NC(=O)COC(=O)CCS(=O)(=O)c2ccc(C)cc2)sc(C)c1C | -6 | -2.8%
COc1ccc(Cn2c(CCC(=O)Nc3ccc(C)c(C)c3)nc3cccnc32)cc1 | · | 2.7%
CC(C)n1c(CNC(=O)c2ccccc2)nc2ccccc21 | 2 | -3.8%
Cc1snc(S(=O)(=O)/C(C#N)=N\Nc2ccccc2)c1C#N | 18 | 2.0%
NC(=O)C1CCN(c2cc(Cl)ccc2[N+](=O)[O-])CC1 | -17 | -0.2%
NC(=O)C1CCN(C(=O)CCSc2ccccc2)CC1 | · | 0.0%
O=C(NCCSc1ccccc1)c1ccccc1 | 18 | -0.4%
O=C(OCCNc1nc(-c2ccccc2)nc2ccccc12)c1cccnc1 | 5 | 1.3%
Cc1[nH]c2ccccc2c1C(C#N)(C#N)C1C(=O)c2ccccc2C1=O | -6 | 9.1%
CCCc1cc(=O)[nH]c(SCC(=O)Nc2ccc(OC(F)F)cc2)n1 | · | 4.4%
CCC(=O)Nc1ccc(/C(C)=N/NC(=O)c2c(Br)c(C)nn2C)cc1 | · | 1.3%
Nc1cc(=O)[nH]c(SCC(=O)Nc2cccc(Cl)c2Cl)n1 | -6 | -3.5%
CC(C)CCNC(=O)C1CCC(CNc2c(N3CCCC3)c(=O)c2=O)CC1 (stereo not drawn) | 21 | -2.4%
O=C(COc1ccccc1[N+](=O)[O-])Nc1ccc(N2CCN(C(=O)c3cccs3)CC2)cc1 | 5 | -0.9%
CC(NC(=O)c1ccco1)c1cccc2ccccc12 (stereo not drawn) | · | 11%
CC(C)Cc1nc(N2CCCCC2)c(C#N)c2c1CCC2 | -4 | -3.7%
CC(=O)Nc1ccc(S(=O)(=O)Nc2cc([N+](=O)[O-])ccc2C)cc1 | -7 | -1.5%
CCOC(=O)c1cc(-c2ccccc2)n(CC(=O)Nc2cc(OC)cc(OC)c2)c1C | 4 | -4.6%
O=C(COC(=O)c1ccc(Cl)nc1)Nc1cc(S(=O)(=O)N2CCCCC2)ccc1Cl | 4 | -0.7%

Other compounds:
SMILES | RmlCD inh 1536 | GlmU inhibition
CC(=O)Nc1ccc(C(=O)OCCC(C)C)cc1 | -6 | -4.8%
Cc1c(Br)c(C(=O)NNC(=O)c2ccc(C(C)(C)C)cc2)nn1C | 11 | -0.8%
CCOC(=O)C1=C(C)NC(C)=C(C(=O)OCC)C1C(=O)OCC(N)=O | 0 | 0.6%
O=C1Nc2ccccc2/C1=C/c1cccnc1 | -38 | 2.9%
CCCCC(O)(CCCC)C(=O)NNc1ccccc1 | · | 3.7%
O=C(COC(=O)/C=C/c1ccccc1Cl)NCCc1ccc(Cl)cc1Cl | -12 | 1.5%
CCOC(=O)C1CCN(c2c(NCCN3CCN(c4ccccc4)CC3)c(=O)c2=O)CC1 | · | 7.7%
CC1(C)CC(=O)C(Br)=C(O)C1 | -12 | 1.1%
CCOc1ccc(C(=O)Nc2ccc(Cl)cn2)cc1Cl | · | 0.6%
C=CCn1c(N)cc(=O)nc1SCC(=O)Nc1cccc2ccccc12 | 4 | 1.8%
COc1ccc(CC(=O)N2CCOCC2)cc1OC | 0 | 2.8%
C(=C\c1ccccc1)/CSc1nnc(-c2cccnc2)n1Cc1ccco1 | -7 | 6.6%
O=C(CSc1ccccc1)Nc1ccc(N2CCOCC2)cc1 | 1 | 4.5%
O=C(Nc1ccc(NC(=O)c2ccncc2)cc1)c1ccncc1 | -10 | 1.6%
CCN=c1scc(-c2ccc(F)cc2)n1/N=C/c1ccccn1 | -7 | -0.8%
COc1ccc(CCN2C(=NC(=O)CC(C)C)SC3CS(=O)(=O)CC32)cc1 (stereo not drawn) | -20 | 2.4%
COc1ccc(OCCCC(=O)NCCc2nc3ccccc3[nH]2)cc1 | 1 | 5.7%
CCCCc1sc(-c2c(C#N)c(N)nc3c2CCCCC3)cc1[N+](=O)[O-] | -3 | 3.9%
COc1ccc2cc(S(=O)(=O)NCCCN3CCOCC3)ccc2c1 | · | -2.2%
CCCc1c(O)nc(SCC(=O)NCCc2ccc(OC)c(OC)c2)[nH]c1=O | · | 1.6%
COC(=O)COc1cccc(NS(=O)(=O)c2cccc([N+](=O)[O-])c2)c1 | 8 | 5.1%
COc1ccc(NC(=O)C2CCCCN2N)cc1OCC(C)C (stereo not drawn) | · | 0.7%
CC(=O)Nc1nnc(SCC(=O)Nc2ccc(N3CCOCC3)c(Cl)c2)s1 | · | 2.5%
C=CCC1c2cccc(C(=O)O)c2C(=O)N1c1cccc(OC)c1 (stereo not drawn) | -14 | 2.0%
CCN(CC)CC(=O)Nc1cc(N(C)C)nc2ccccc12 | 17 | 2.9%

Quoted at random: three compounds from above.
SMILES | RmlCD inh 1536 | GlmU inhibition
CCOC(=O)C1CCN(c2c(NCCN3CCN(c4ccccc4)CC3)c(=O)c2=O)CC1 | · | 7.7%
CC(=O)Nc1nnc(SCC(=O)Nc2ccc(N3CCOCC3)c(Cl)c2)s1 | · | 2.5%
CCOc1ccc(C(=O)Nc2ccc(Cl)cn2)cc1Cl | · | 0.6%

Among those listed so far, these contain fluorine:
SMILES | RmlCD inh 1536 | GlmU inhibition
CCCc1cc(=O)[nH]c(SCC(=O)Nc2ccc(OC(F)F)cc2)n1 | · | 4.4%
CCN=c1scc(-c2ccc(F)cc2)n1/N=C/c1ccccn1 | -7 | -0.8%

(list continues)
SMILES | RmlCD inh 1536 | GlmU inhibition
CC1CCCCC12NC(=O)N(CC(=O)NC1CCCc3ccccc31)C2=O (stereo not drawn) | 19 | -1.1%
COc1ccc(C2=CC(=O)OC3(CCCCC3)O2)cc1 | 0 | 1.8%
C=CCN1C2CCCC1CC(NC(=O)Nc1cccc(C(C)=O)c1)C2 (stereo not drawn) | 5 | -0.1%
O=C1C2C3CCCC3=C3CCCC3C2C(=O)N1c1ccc(F)cc1 (stereo not drawn) | · | 4.4%
Nc1c(Cl)cc2c(c1Oc1ccccc1)C(=O)c1ccccc1C2=O | · | 2.5%
O=C(Nc1nnc(-c2ccccc2)o1)c1nc2ccccc2s1 | · | 2.6%
O=C(CN(Cc1ccccc1)S(=O)(=O)c1cccc(C(F)(F)F)c1)NC1CCCCC1 | 21 | 0.2%
CCn1c(CNc2ccc(Cl)cc2)nnc1SCc1ccccc1 | · | 1.0%
CCN(CC)c1ccc(NC(=O)CN2CCN(S(=O)(=O)c3cc(Cl)ccc3OC)CC2)cc1 | -9 | -2.5%
CC(=O)Nc1ccc2nc(-c3ccncc3)[nH]c2c1 | -2 | -0.5%
CN(C(=O)COC(=O)c1cnc(Cl)c(Cl)c1)C1CCS(=O)(=O)C1 (stereo not drawn) | 19 | -1.4%
O=C(CC1C(=O)NCCN1Cc1cccc(Oc2ccccc2)c1)NCCc1cscn1 (stereo not drawn) | -1 | 0.2%
CCC(C(=O)OCCOCCN(CC)CC)c1ccccc1 (stereo not drawn) | · | -2.6%
Cc1ccc(S(=O)(=O)Nc2nsc(N)n2)cc1 | 11 | 1.1%
COc1ccc(N2CCN(S(=O)(=O)Cc3ccccc3)CC2)cc1 | · | 0.0%
O=C(C1CCCN(S(=O)(=O)c2cccc3nsnc23)C1)N1CCCCCC1 (stereo not drawn) | 3 | -1.1%
Cc1c(N=C2NC(=O)/C(=C/c3ccc(O)cc3)S2)c(=O)n(-c2ccccc2)n1C | -6 | 0.8%
CCN(CC)S(=O)(=O)c1ccc(Nc2nc3ccccc3n3nnnc23)cc1 | · | 0.1%
COc1cccc(CN2CCN(C(=O)c3cc(-c4ccccn4)nc4ccc(Cl)cc34)CC2)c1 | -7 | -6.6%
CCOC(=O)C1=C(CSc2nncn2C)NC(=O)NC1c1cc(OCC)ccc1OCC (stereo not drawn) | 1 | -1.0%
O=C(COC(=O)CNS(=O)(=O)/C=C/c1ccccc1)Nc1cc(S(=O)(=O)N2CCCCC2)ccc1Cl | 20 | -3.7%
COc1cc(CCC(=O)OCC(=O)Nc2c(C)cc(C)cc2C)cc(OC)c1OC | 6 | 5.1%
COc1cccc(NC(=O)CSc2ncnc3c2cnn3Cc2ccccc2)c1 | -9 | 0.3%
Cc1c(CCO)c(=O)[nH]n1C(=O)c1c(F)cccc1F | 105 | 2.6%
Cc1c(NC(=O)C(c2ccccc2)c2ccccc2)cccc1C(=O)O | 4 | -3.2%

Additional results follow:
SMILES | RmlCD inh 1536 | GlmU inhibition
CCNC(=S)NNC(=O)c1cc(C)on1 | · | 11%
CC(=O)Nc1ccc(OS(=O)(=O)c2ccccc2C)cc1 | 7 | 0.5%
O=c1c2cn[nH]c2nc(SCc2cc(=O)n3cc(Br)ccc3n2)n1-c1ccc(Br)cc1 | · | 3.0%
CC(=O)C1=C(c2ccccc2)NC(=S)NC1c1cc(Cl)c(OC(C)C)c(Cl)c1 (stereo not drawn) | 0 | -3.0%
CCOC(=O)C1CCN(C(=O)Cn2cc(C(=O)c3ccco3)c3ccccc32)CC1 | -6 | -1.8%
CC(C)CNC(=O)CC(NCC(C)C)C(=O)O (stereo not drawn) | 9 | -8.0%
Cc1ccc(C(=O)Nc2ccc(O)c(C(=O)O)c2)o1 | -9 | -2.4%
O=C1C(Cl)=C(N2CCOCC2)C(=O)N1c1ccccc1 | · | -0.4%
CS(=O)(=O)NC1CCN(Cc2ccccc2)CC1 | · | 0.8%
CN(C)S(=O)(=O)c1cccc(NC(=O)CCSc2ccc(Cl)cc2)c1 | -9 | -0.3%
O=C(Nc1ccncc1)c1cccc(F)c1 | -10 | 1.2%
CCOC(=O)C1=C(C)OC(N)=C(C#N)C1c1c(C)nn(-c2ccccc2)c1Cl (stereo not drawn) | · | 1.6%
Cc1ccc(CN2C(=O)CSc3ccc(C(=O)NCCN4CCOCC4)cc32)cc1 | · | -3.5%
Cc1ccc(N(C(=O)C2CCCC2)C2C=CS(=O)(=O)C2)cc1 (stereo not drawn) | 6 | -1.8%
COc1ccccc1NC(=O)CN1C(=O)C(C)SC(C)C1=O (stereo not drawn) | 85 | -0.3%
COc1cc2c(cc1NC(=O)CN(C)Cc1nc3ccccc3c(=O)[nH]1)oc1ccccc12 | 13 | -2.2%
CC(NC(=O)C1CCCCC1)C(c1cccs1)N1CCN(C)CC1 (stereo not drawn) | · | 3.0%&0.0%
N#CC1=C(N)NC(SCC(=O)c2ccccc2)=C(C#N)C12CCCC2 | 5 | 1.8%
O=C(/C=C/c1ccc2c(c1)OCO2)Nc1cccnc1 | 11 | -5.2%
O=C(COC(=O)c1cccc(Br)c1)NCCc1ccccc1 | 21 | 1.1%
Cc1ccccc1C(=O)c1cccn1CC(=O)NCC1CCCO1 (stereo not drawn) | · | 3.4%
COc1ccc([N+](=O)[O-])cc1NC1CCCCC1 | 10 | 6.8%
CC1=C(C(=O)OCc2ccccc2)C(c2ccc(C(C)(C)C)cc2)NC(=O)N1CCCCCC(=O)O (stereo not drawn) | · | 1.6%
CCCCCc1cc(=O)oc2c(C(CCN3CCCC(C)C3)c3cc(OC)c(OC)c(OC)c3)c(OC)cc(OC)c12 (stereo not drawn) | -4 | -4.2%
Cc1ccc(-n2c(=O)[nH]c3c(oc4ccccc43)c2=O)cc1 | 20 | 1.5%

Overlap with the part before: 5 compounds; new compounds follow.
SMILES | RmlCD inh 1536 | GlmU inhibition
Cc1ccccc1C(=O)c1cccn1CC(=O)NCC1CCCO1 (stereo not drawn) | · | 3.4%
COc1ccc([N+](=O)[O-])cc1NC1CCCCC1 | 10 | 6.8%
CC1=C(C(=O)OCc2ccccc2)C(c2ccc(C(C)(C)C)cc2)NC(=O)N1CCCCCC(=O)O (stereo not drawn) | · | 1.6%
CCCCCc1cc(=O)oc2c(C(CCN3CCCC(C)C3)c3cc(OC)c(OC)c(OC)c3)c(OC)cc(OC)c12 (stereo not drawn) | -4 | -4.2%
Cc1ccc(-n2c(=O)[nH]c3c(oc4ccccc43)c2=O)cc1 | 20 | 1.5%
O=C(NCc1ccccc1)C1=C[C@H](c2coc3ccccc3c2=O)C[C@H](OCCCCO)O1 | · | 2.0%
CCOc1ccc2nc(NC(=O)C3CCN(S(=O)(=O)c4cnc[nH]4)CC3)sc2c1 | -3 | 5.7%&2.8%
O=C(Nc1ccccn1)c1cc2cc([N+](=O)[O-])ccc2s1 | · | -0.5%
C[C@]12CC[C@@H]3c4ccc(O)cc4[C@@H](O)C[C@H]3[C@@H]1CC[C@@H]2O | · | 2.3%
COc1ccc(NC(=O)CC(NCCc2ccccc2)C(=O)O)c(OC)c1 (stereo not drawn) | · | -3.9%
CCCc1[nH]nc2c1C(c1ccc(OC)c(Cn3nc(C)c(Br)c3C)c1)C(C#N)=C(N)O2 (stereo not drawn) | 12 | -0.5%
Cc1cccc(NC2SC(=O)NC2=O)c1 (stereo not drawn) | · | -0.3%
CN(C)S(=O)(=O)c1ccc(C(=O)Oc2coc(CSc3ncccn3)cc2=O)cc1 | 11 | -5.7%

As a short view, part of the list above:
SMILES | RmlCD inh 1536 | GlmU inhibition
CCOc1ccc(S(=O)(=O)n2cc(-c3ccccc3)c(N)n2)cc1 | -8 | -3.6%
CC1=NN(c2ccccc2)C(=O)/C1=C/c1cc(C)n(C2CC2)c1C | 4 | 2.1%
COC(=O)c1c(NC(=O)COC(=O)CCS(=O)(=O)c2ccc(C)cc2)sc(C)c1C | -6 | -2.8%

Not all compounds are listed (hit frequency here may not be typical).
